# A3G deaminase: inhibitors of human APOBEC3G DNA deaminase; recombinant A3G, ssDNA deamination FAM/TAMRA fluorescence; inhibition, % at 20 µM; AID 493012; Q9HC16; actives 0.28% (n = 330,000);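 active = inhibition of at least 40% at 20 µM, with no more than 30% in the related APOBEC3A deaminase screen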;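 note: plate controls were DMSO wells with A3G for no effect and wells lacking A3G enzyme for full effect; some compounds called inactive have numbers as strong as hits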
# Target sequence (Q9HC16 whole entry, looked up): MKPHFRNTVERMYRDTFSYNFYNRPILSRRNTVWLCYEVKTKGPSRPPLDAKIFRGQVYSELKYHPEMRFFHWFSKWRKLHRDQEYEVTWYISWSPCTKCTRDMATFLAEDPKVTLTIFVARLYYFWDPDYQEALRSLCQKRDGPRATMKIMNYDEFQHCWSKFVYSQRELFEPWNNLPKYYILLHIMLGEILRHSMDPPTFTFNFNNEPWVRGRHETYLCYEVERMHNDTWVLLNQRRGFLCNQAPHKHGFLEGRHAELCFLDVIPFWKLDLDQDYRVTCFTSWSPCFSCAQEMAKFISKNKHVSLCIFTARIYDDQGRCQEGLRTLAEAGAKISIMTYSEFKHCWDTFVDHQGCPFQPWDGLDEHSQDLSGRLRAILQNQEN
# UBC13 polyUb: blocks human UBC13 polyubiquitin chain formation | TR-FRET | inhibition, % at 20 µM | P61088 | AID 485273 | actives 0.47% (n = 330,000); in the data active = inhibition above about 45%, passing the limit was not always enough; inconclusive = no clear call, values can overlap the other calls
# Target sequence (P61088 whole entry, looked up): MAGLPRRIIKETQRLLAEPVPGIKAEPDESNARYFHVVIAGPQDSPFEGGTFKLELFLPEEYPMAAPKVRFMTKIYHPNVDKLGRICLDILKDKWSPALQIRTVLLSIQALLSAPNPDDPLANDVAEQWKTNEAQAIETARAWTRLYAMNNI
# SENP8 block-1: blocks the human protease SENP8 | Q96LD8 | purified SENP8, Z-RLRGG-aminoluciferin cleavage, luminescence | inhibition, % at 10 µM | actives 1.2% (n = 330,000) | AID 2540; in the data active = inhibition above about 50%
# Target sequence (Q96LD8 whole entry, looked up): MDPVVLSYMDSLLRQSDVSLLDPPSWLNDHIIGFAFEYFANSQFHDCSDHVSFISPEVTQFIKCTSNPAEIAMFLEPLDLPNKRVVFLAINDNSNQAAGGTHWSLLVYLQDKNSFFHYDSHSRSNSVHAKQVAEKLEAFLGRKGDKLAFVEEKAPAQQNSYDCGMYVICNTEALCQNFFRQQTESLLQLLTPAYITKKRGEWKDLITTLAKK
# SENP7 inh: blocks the human protease SENP7. actives 1.5% (n = 330,000). inhibition, % at 5 µM. Q9BQF6. recombinant SENP7, Z-RLRGG-aminoluciferin luminescence, 40 min;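 active = inhibition above about 50% at the single test dose, limit read from the data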;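 note: plate controls were DMSO with enzyme for no effect and no enzyme buffer wells for full effect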
# SENP1 FRET inh: blocks the human SENP1 SUMO protease catalytic domain. inhibition, % at 10 µM. Q9P0U3. actives 0.21% (n = 360,000). AID 624204. recombinant SENP1 catalytic domain, CyPet-SUMO1-YPet FRET cleavage;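 active = inhibition at least 30% at 10 µM, raw YFP signal under a set limit, fluorescence ratio 0.5 to 1.5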;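 note: 0% = enzyme with DMSO and 100% = no enzyme wells; some results filed as inactive read as strong as hits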
# Target sequence (Q9P0U3 419-644 limits assumed): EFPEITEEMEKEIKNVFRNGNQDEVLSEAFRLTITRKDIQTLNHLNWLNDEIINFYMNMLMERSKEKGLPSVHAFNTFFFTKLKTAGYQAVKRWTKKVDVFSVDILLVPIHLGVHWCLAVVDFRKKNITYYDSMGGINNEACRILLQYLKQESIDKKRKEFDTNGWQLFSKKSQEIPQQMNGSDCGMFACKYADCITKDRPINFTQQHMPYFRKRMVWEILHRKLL
#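 Compound: 10 µM single point, 0.5% DMSO; Test system: hSENP1 catalytic domain, recombinant; Timing: 50 min reaction at room temperature; Technique: FRET, CFP and YFP emission; Control set: no-enzyme wells low, DMSO-plus-enzyme wells high control.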
# SENP6 block: inhibitors of human SENP6 protease | Q9GZR1 | Recombinant SENP6 catalytic domain, aminoluciferin luminescence | inhibition, % at 10 µM | actives 1.8% (n = 330,000) | AID 2599;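 active = inhibition above about 50% at the single tested dose, limit read from the data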;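 note: plate controls were DMSO wells with enzyme for no effect and DMSO wells lacking enzyme for full effect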
# SENP8 block-2: SENP8 (human) protease inhibition; recombinant SENP8, Nedd8 substrate fluorescence; AID 602440; inhibition, % at 20 µM; actives 0.64% (n = 360,000); in the data active = inhibition mostly above about 40%, no sharp cut-off; inactive = mostly below about 27%
# Apaf1 inhib: blocks human Apaf-1 apoptosome activity. reconstituted apoptosome caspase-3 activity, DEVD-Rh110 fluorescence. inhibition, % at 20 µM. actives 0.71% (n = 330,000). AID 489030. O14727; active = inhibition of at least 40% at 20 µM;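 note: plate controls were DMSO wells for no effect and DEVD-CHO caspase inhibitor wells for full effect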
#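 System: Apoptosome proteins | Medium: Hepes pH 7.5 with detergent and BSA | Also added: Cytochrome c trigger plus (Z-DEVD)2-Rh110 caspase-3 substrate | Incubation: 30 min compound preincubation, 50 min activation, room temperature | Detection: Rhodamine 110 fluorescence at Ex 480/Em 540 nm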
# Starred values were filed as active, the others as inactive; ? = inconclusive; . = not tested or not shown.
# Values in the order – A3G deaminase, UBC13 polyUb, SENP8 block-1, SENP7 inh, SENP1 FRET inh, SENP6 block, SENP8 block-2, Apaf1 inhib
COc1ccccc1CNC(=O)CCS(=O)(=O)c1cccs1
  -2, -9, 2, -6, -1, 5, 11, 3
Cc1ccc(/C(O)=C2\C(=O)C(=O)N(C)C2c2ccc(Br)cc2)cc1 (stereo unspecified)
  -5, -6, -9, -5, 3, 15, 10, -2
S=C(NCCSCc1ccc(Cl)cc1)Nc1ccccc1
  0, 4, -4, 1, 3, -14, 8, -2
CCN(Cc1ccccc1)C1CCN(Cc2ccc(SC)cc2)CC1
  -1, 1, -2, 1, 1, 11, 15, -2
C/C(=C\c1ccccc1)C(=O)NCCc1ccccc1
  -6, 2, -2, -2, 0, -1, 4, -14
CC1(C(=O)NC2CCCCCCC2)CC1(Cl)Cl (stereo unspecified)
  -2, 8, -4, -6, 2, 10, 6, -7
Cc1nc2ccc(S(=O)(=O)NC(C(=O)NC3CCCC3)C(C)C)cc2s1 (stereo unspecified)
  -6, 3, -5, -11, 0, -6, 5, 8
COc1ccc(S(=O)(=O)NCCc2cn3cccc(C)c3n2)cc1OC
  -1, 3, 5, -2, 2, -13, -1, -1
O=C(Cn1nnc(-c2ccccc2)n1)NNC(=O)c1ccco1
  -9, -8, 1, 2, 1, -8, 28, -18
CCC(C)Nc1nc2c(c(=O)n(C)c(=O)n2C)n1Cc1ccc(Cl)cc1 (stereo unspecified)
  -8, 17, -7, 15, 0, -13, 14, 4
COc1ccccc1NC(=S)NC1CCC(CC2CCC(NC(=S)Nc3ccccc3OC)CC2)CC1 (stereo unspecified)
  -8, 21, 0, 4, -1, -4, 3, 4
Cc1ccc(NS(=O)(=O)c2ccc(-c3csc(C)n3)s2)c(C)c1
  -3, 2, -1, 6, -1, -12, -4, 6
COc1ccccc1NC(=O)CN(c1ccc([N+](=O)[O-])cc1)S(=O)(=O)c1ccccc1
  -8, -6, 0, 1, 2, -2, 10, -10
CCOC(=O)c1ccc(NC(=O)N2CC(C)OC(C)C2)cc1 (stereo unspecified)
  -1, 3, 2, 2, 1, 21, 17, -9
Cc1ccc(C)c(S(=O)(=O)Nc2nc(C)c(C(=O)Nc3ccccc3)s2)c1
  0, 0, -3, -2, 0, 12, -7, 2

# One compound at a time, from the list above. Order of screens: A3G deaminase, UBC13 polyUb, SENP8 block-1, SENP7 inh, SENP1 FRET inh, SENP6 block, SENP8 block-2, Apaf1 inhib
# O=C(Cn1nnc(-c2ccccc2)n1)NNC(=O)c1ccco1 across the screens: -9, -8, 1, 2, 1, -8, 28, -18
# CCOC(=O)c1ccc(NC(=O)N2CC(C)OC(C)C2)cc1 (stereo unspecified) across the screens: -1, 3, 2, 2, 1, 21, 17, -9
# CC1(C(=O)NC2CCCCCCC2)CC1(Cl)Cl (stereo unspecified) across the screens: -2, 8, -4, -6, 2, 10, 6, -7
# Cc1nc2ccc(S(=O)(=O)NC(C(=O)NC3CCCC3)C(C)C)cc2s1 (stereo unspecified) across the screens: -6, 3, -5, -11, 0, -6, 5, 8
# Cc1ccc(NS(=O)(=O)c2ccc(-c3csc(C)n3)s2)c(C)c1 across the screens: -3, 2, -1, 6, -1, -12, -4, 6

# Continued.
# Values in the order – A3G deaminase, UBC13 polyUb, SENP8 block-1, SENP7 inh, SENP1 FRET inh, SENP6 block, SENP8 block-2, Apaf1 inhib
CCCC(=O)Nc1cc(C(F)(F)F)ccc1N1CCOCC1
  -11, 9, 3, 2, 1, -1, 10, -18
CCOc1cc(N2CCOCC2)c(OCC)cc1NC(=O)c1ccc(OC)c(S(=O)(=O)N2CCOCC2)c1
  -6, 1, -2, 0, 27, -16, 10, -3
O=C(Nc1ccsc1C(=O)O)c1ccccc1Cl
  -2, 6, 2, 10, 1, 5, 22, 14
CC1C(=O)N(Cc2ccccc2)c2ccccc2N1C(=O)c1ccccc1 (stereo unspecified)
  -7, 5, -2, -3, -2, 7, 6, 10
COc1ccc(N=C2CCCN2CC(N)=O)cc1
  -7, 1, -2, -1, 0, 3, 14, -2
CC1CC(C)CN(C(=O)c2ccc3c(c2)OCCO3)C1 (stereo unspecified)
  0, 1, 1, 7, 2, -4, 15, 5
CC(O)Cn1cnc2c1c(=O)n(C)c(=O)n2C (stereo unspecified)
  -8, 2, 5, 4, 1, -6, 4, -12
Cc1cccc(-n2ncc3c2CCCC3NC(=O)CN2CCOC2=O)c1C (stereo unspecified)
  -3, -6, 2, 2, 5, 2, 5, 0
NC(=O)c1c(-c2cccs2)csc1N
  -9, -9, 1, -3, ., 4, ., 9
CCc1ccccc1NC(=O)Cc1cn(C)c2ccccc12
  -2, 5, 0, -9, 1, -5, 24, 8
Cc1nnc(NC(=O)CSc2nc(C(C)C)nc3ccccc23)s1
  -6, ?, -5, -10, 1, -7, 16, -12
CC(C)(Cc1nc2ccccc2[nH]1)C(=O)O
  -6, 9, -7, 6, 1, -9, 9, -22
O=C(Nc1ccc(S(=O)(=O)Nc2ccccc2)cc1)C1CC1
  -8, 6, 3, -3, 0, 2, 4, 0
Cc1ccc(-n2c(C)cc(/C=N/Nc3ccc([N+](=O)[O-])cn3)c2C)c(C)c1
  2, -79, 1, 4, -13, -14, 27, 8
COc1ccc(OCC(=O)Nc2cccc(-c3nc4ccccc4o3)c2)cc1
  -3, 10, 5, 0, -1, -6, -12, 8

# Shown with each value named: part of the list above.
compound: CCc1ccccc1NC(=O)Cc1cn(C)c2ccccc12
- A3G deaminase: -2
- UBC13 polyUb: 5
- SENP8 block-1: 0
- SENP7 inh: -9
- SENP1 FRET inh: 1
- SENP6 block: -5
- SENP8 block-2: 24
- Apaf1 inhib: 8
compound: Cc1nnc(NC(=O)CSc2nc(C(C)C)nc3ccccc23)s1
- A3G deaminase: -6
- UBC13 polyUb: ?
- SENP8 block-1: -5
- SENP7 inh: -10
- SENP1 FRET inh: 1
- SENP6 block: -7
- SENP8 block-2: 16
- Apaf1 inhib: -12
compound: CC(C)(Cc1nc2ccccc2[nH]1)C(=O)O
- A3G deaminase: -6
- UBC13 polyUb: 9
- SENP8 block-1: -7
- SENP7 inh: 6
- SENP1 FRET inh: 1
- SENP6 block: -9
- SENP8 block-2: 9
- Apaf1 inhib: -22
compound: O=C(Nc1ccc(S(=O)(=O)Nc2ccccc2)cc1)C1CC1
- A3G deaminase: -8
- UBC13 polyUb: 6
- SENP8 block-1: 3
- SENP7 inh: -3
- SENP1 FRET inh: 0
- SENP6 block: 2
- SENP8 block-2: 4
- Apaf1 inhib: 0

# (cont.)
# Values in the order – A3G deaminase, UBC13 polyUb, SENP8 block-1, SENP7 inh, SENP1 FRET inh, SENP6 block, SENP8 block-2, Apaf1 inhib
COc1cc(/C=C2/SC(=S)N(CC(=O)Nc3cccnc3)C2=O)cc(OC)c1OC
  -1, -14, 1, 8, 12, 7, 22, -1
Cc1nc2ccccc2n1CCCOc1ccccc1
  0, 4, -12, 12, 1, 0, 14, 5
COc1ccc(Nc2nc3ccccc3n3nnnc23)cc1
  -6, 8, 10, 5, -56, -9, 5, 0
COc1ccc(S(=O)(=O)N(C)CC(=O)Nc2c(F)cccc2F)cc1
  -3, -1, 5, -2, 0, -22, 13, -17
CCC(C)NC(=S)N1CCN(C)CC1 (stereo unspecified)
  0, 0, -1, 5, ., -2, ., 15
CCOc1ccc(N(C(=O)CNC(=O)c2ccco2)C(C(=O)NC2CCCC2)c2ccco2)cc1 (stereo unspecified)
  -4, -3, 2, -1, 1, -22, 5, 12
O=C(O)C12CC3CC(C1)CC(n1ncc(N4CCN(c5ccccc5)CC4)c(Cl)c1=O)(C3)C2
  -3, -14, -6, -5, 0, -13, 29, -4
CS(=O)(=O)N1CCC(C(=O)Nc2cccc(F)c2)CC1
  -6, 0, -3, -10, -1, 2, -1, -9
COC(=O)c1ccccc1Oc1ccc(NC(=O)c2ccco2)cc1
  -6, 6, 4, 6, 1, -16, 11, 3
COc1ccc(/C=N/Nc2nc(-c3cccnc3)nc3ccccc23)cc1OC
  -11, -13, -11, -13, -114, 2, -414, 15
CCCOc1ccc(NC(=O)c2cc3cc(C)ccc3[nH]2)cc1
  0, -3, -4, 0, 0, 5, -25, -7
Cc1ccc(/C=C2/SC(=S)N(CC(=O)Nc3ncc(Cc4ccc(C)cc4)s3)C2=O)cc1
  -2, -23, -4, 2, -1, 15, 27, 14
CCC(COC)NC(=O)CCc1nnc(Cc2c[nH]c3ccccc23)o1 (stereo unspecified)
  2, -6, -7, 0, -1, 1, 4, -2
CC1CCC(=NNC(=O)Cc2ccccc2)CC1 (stereo unspecified)
  5, 6, 6, -7, 1, -47, 9, -5
O=c1c2ccccc2nnn1CSc1nc2ccccc2c(=O)n1Cc1ccco1
  0, 6, 2, -3, 2, -11, 16, -2
COc1ccc(S(=O)(=O)N2CCCC2)cc1C(=O)O
  -3, -9, -3, -14, 1, -13, 11, 5
CCOc1c(CNCCN2CCOCC2)cccc1OC
  -8, 2, 2, -3, 3, -10, 13, -14
COc1ccc(CCNC(=O)C(=O)NCC2CCCN2S(=O)(=O)c2cccs2)cc1 (stereo unspecified)
  -7, -11, -4, -9, -5, -22, -1, 17
CC1=C(C#N)C(=O)N(C2CCS(=O)(=O)C2)C(=O)/C1=C\c1ccco1 (stereo unspecified)
  89, ?, 16, 5, ., -175, ., 54*
CC1(C)Oc2cc3oc(-c4cc(O)cc(O)c4)cc3cc2CC1O (stereo unspecified)
  -8, 11, 4, -1, -1, -3, -168, -6
Cn1ncc2c(Nc3ccc(Cl)cc3)ncnc21
  -2, 2, -2, -2, 0, 7, -24, -1
Cc1ccc(-c2nnn(CC(=O)N(Cc3cccs3)C(C(=O)NC(C)(C)C)c3ccco3)n2)o1 (stereo unspecified)
  -5, -15, -9, -5, 0, -9, 14, 16
O=c1c2cc3c(cc2[nH]c(=S)n1CCN1CCOCC1)OCO3
  -8, -14, -6, -6, 2, -6, 10, 27
O=C(NC1CCS(=O)(=O)C1)C1CCCC1 (stereo unspecified)
  -5, 0, 0, -8, 0, -6, -2, 3
C[C@]12c3[nH]c4cc(-c5ccco5)ccc4c3CCN1C(=O)[C@@H](CC(=O)NCCCn1ccnc1)C[C@@H]2C(=O)N1CCCCC1
  5, ., ., 10, -4, ., -369, 17
O=C(Nc1cccnc1)c1cc(-c2ccccc2O)on1
  -3, 4, 88*, 96*, 3, 8, 10, -23
CC1(C)Cc2c(cnn2-c2ccccc2)C(=O)/C1=N\NC(=O)c1ccccc1N
  2, 0, 6, 4, -1, -5, -19, 4
CC(=O)Nc1nnc(C2=COCCO2)o1
  -6, 0, -2, 1, 1, 15, 8, -20
Cc1cc(C)n(-c2ccc(NC(=O)C3CCN(Cc4cc(C)c(C)o4)CC3)cc2)n1
  -1, 3, -6, 4, -8, -17, -3, 10
Cc1ccc(NC(=O)C(=O)NNC(=O)c2ccccc2C)cc1Cl
  -3, 0, -3, -7, 1, 0, 19, 5
COc1ccc(-c2csc(NC(=O)[C@H](C)N3C(=O)C4CC=CCC4C3=O)n2)cc1OC (stereo partly specified)
  -2, 2, 5, 3, 1, -6, -1, -8
COc1ccc(CCNC(=O)CSc2nc3ccccc3c3nc(CCN4CCCCC4)nn23)cc1OC
  -5, -7, -9, -6, -4, -7, 5, -3
CNc1ccccc(-c2ccc3ccccc3n2)c1=O
  -11, -33, -4, 0, -21, -1, -31, 14
Cc1ccc(-n2c(-c3nn(C)cc3Cl)n[nH]c2=S)cc1
  38, 0, 6, 7, 0, 15, 5, 3

# Bioassay records as filed in PubChem BioAssay.
